hIAP inh – blocks human intestinal alkaline phosphatase; 330,000 tested, 0.12% active; P09923; AID 2544; purified IAP, CDP-Star luminescence, 30 min; inhibition, % at 10 µM;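 active = inhibition reaching a set limit with compound at 10 µM in the primary screen, cut at about 35% in these data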;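 note: plate controls were DMSO wells with enzyme for no effect and no-enzyme buffer wells for full effect; values of inactives mirror those of a sister screen read the other way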
Target sequence (P09923 whole entry, looked up): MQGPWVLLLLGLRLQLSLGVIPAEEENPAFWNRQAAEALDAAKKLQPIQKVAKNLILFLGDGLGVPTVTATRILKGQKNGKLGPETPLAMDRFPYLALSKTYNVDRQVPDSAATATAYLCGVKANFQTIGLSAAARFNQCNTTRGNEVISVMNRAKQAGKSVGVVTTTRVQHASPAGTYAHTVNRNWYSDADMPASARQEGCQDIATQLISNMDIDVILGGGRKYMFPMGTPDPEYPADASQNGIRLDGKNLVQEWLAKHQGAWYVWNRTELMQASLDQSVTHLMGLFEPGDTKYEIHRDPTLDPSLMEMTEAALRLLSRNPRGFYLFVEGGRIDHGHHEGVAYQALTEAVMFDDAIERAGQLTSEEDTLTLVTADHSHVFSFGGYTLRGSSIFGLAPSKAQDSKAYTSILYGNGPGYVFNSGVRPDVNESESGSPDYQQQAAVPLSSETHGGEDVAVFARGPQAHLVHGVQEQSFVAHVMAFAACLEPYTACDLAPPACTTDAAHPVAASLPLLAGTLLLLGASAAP
mIAP act – mouse IAP activation; activation factor at 10 µM; muIAP, CDP-Star luminescence, 30 min; hits give high values; 1 = vehicle-only enzyme signal, 0 = enzyme-free wells; AID 2805; 330,000 tested, 0.24% active;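 active = activation factor of at least 2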; note: the source names both 10 and 20 µM as test concentration; values of inactives mirror those of a sister screen read the other way
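Assay system: mouse IAP enzyme; Reagent: CDP-Star chemiluminescent phosphatase substrate; Compound: DMSO-dissolved test compounds; Incubation: 30 min, room temperature; Technique: luminescence from enzymatic CDP-Star hydrolysis; Controls: DMSO-only wells and no-enzyme negative control.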
GRIN3A LBD mod – modulates the human NR3A ligand-binding domain; NR3A LBD differential scanning fluorimetry, Tm shift; 0% = protein alone, 100% = glycine-bound protein; Tm shift relative to glycine control, % at 25 µM; 340,000 tested, 2.5% active; AID 1259313;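 active = melting temperature shift of at least 10% of the positive control shift, at one fixed dose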
A3G deaminase – blocks human APOBEC3G single-stranded DNA deamination; Q9HC16; recombinant A3G, ssDNA deamination FAM/TAMRA fluorescence; inhibition, % at 20 µM; 330,000 tested, 0.28% active;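 active = inhibition of at least 40% at 20 µM, with no more than 30% in the related APOBEC3A deaminase screen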;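 note: plate controls were DMSO wells with A3G for no effect and wells lacking A3G enzyme for full effect; some compounds called inactive have numbers as strong as hits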
hIAP act – human IAP activation | purified human IAP, CDP-Star luminescence, 30 min; hits give high values; 1 = vehicle-only enzyme, 0 = enzyme-free background | activation factor at 10 µM | 330,000 tested, 0.16% active | AID 2524;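 active = activation factor of the enzyme at least 2-fold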; note: the source names both 10 and 20 µM as test concentration; values of inactives mirror those of a sister screen read the other way
MIN6 prolif – MIN6 beta-cell proliferation induction; MIN6 cells proliferation, ATPlite luminescence, 48 h; cells starved in 0.2% serum; 100% = growth in 10% serum; proliferation, % at 10 µM; 330,000 tested, 0.29% active; AID 2380;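 active = compounds whose signal lies at least 3.5 SD above the mean of all wells on their plate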;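 note: 0% = DMSO-treated cells in low-serum medium and 100% = 10% serum control; some compounds called inactive have numbers as strong as hits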
MPTP inh – inhibitors of mitochondrial permeability transition pore | isolated mouse mitochondria, Ca2+ swelling absorbance, 30 min | inhibition, % at 10 µM | 360,000 tested, 1.4% active;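 active = inhibition of 50% or more, scaled per plate between neutral and stimulator controls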;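 note: 0% = DMSO wells given calcium and 100% = 1 mM EGTA wells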
A3A deaminase – blocks human APOBEC3A ssDNA deamination. inhibition, % at 20 µM. P31941. 330,000 tested, 0.41% active. recombinant A3A, FAM/TAMRA ssDNA deamination fluorescence. AID 493011;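 active = at least 40% inhibition at 20 µM here, with at most 30% in a related deaminase screen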;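 note: plate controls were A3A with DMSO for no effect and wells lacking A3A enzyme for full effect; some results filed as inactive read as strong as hits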
Target sequence (P31941 whole entry, looked up): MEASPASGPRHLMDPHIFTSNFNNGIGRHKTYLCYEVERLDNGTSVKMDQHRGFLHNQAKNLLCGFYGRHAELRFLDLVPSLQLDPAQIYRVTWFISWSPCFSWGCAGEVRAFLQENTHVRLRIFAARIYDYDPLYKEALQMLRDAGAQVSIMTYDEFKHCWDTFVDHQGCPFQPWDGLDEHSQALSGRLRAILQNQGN
mIAP block – blocks mouse intestinal alkaline phosphatase. purified mouse IAP, CDP-Star luminescence, 30 min. 330,000 tested, 0.2% active. AID 2806. inhibition, % at 10 µM;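 active = inhibition of at least 40% at 10 µM in the primary screen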;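 note: plate controls were DMSO with enzyme for no effect and no enzyme wells for full effect; values of inactives mirror those of a sister screen read the other way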
Active calls of the source: *.

Screening COc1ccc(C(=O)N/C(=C\c2cn(C)c3ccccc23)C(=O)OCC(C)C)cc1 returned hIAP inh -2, mIAP act 0.99, GRIN3A LBD mod -14, A3G deaminase -5, hIAP act 1, MIN6 prolif 0, MPTP inh 1.9, A3A deaminase 0 and mIAP block 1.
Screening CCCS(=O)(=O)N1CCCC(C(=O)N2CCOCC2)C1 (stereo not given) returned hIAP inh 11, mIAP act 1, GRIN3A LBD mod 1, A3G deaminase -2, hIAP act 0.89, MIN6 prolif -2, MPTP inh 1.0, A3A deaminase 0 and mIAP block -1.
Screening Cc1nc(CCNC(=O)CC2C(=O)NCCN2Cc2ccoc2)nc2c1CCCC2 (stereo not given) returned hIAP inh -98, mIAP act 0.94, GRIN3A LBD mod 1, A3G deaminase 6, hIAP act 2, MIN6 prolif 1, MPTP inh -1.1, A3A deaminase 5 and mIAP block 6.
CC(=O)c1c(N)[nH]c(-c2ccccc2)nc1=S was read as hIAP inh -13, mIAP act 1.1, GRIN3A LBD mod 3, A3G deaminase -9, hIAP act 1.1, MIN6 prolif -2, MPTP inh -2.4, A3A deaminase -8 and mIAP block -6.
`O=c1ccc(Oc2nc(N3CCOCC3)nc(N3CCOCC3)n2)n[nH]1` gave hIAP inh -7, mIAP act 0.95, GRIN3A LBD mod 3, A3G deaminase -5, hIAP act 1.1, MIN6 prolif 2, MPTP inh 0.8, A3A deaminase 0 and mIAP block 4.
CCOc1ccc2[nH]c(S(=O)(=O)CC)nc2c1Cl was read as hIAP inh 16, mIAP act 1, GRIN3A LBD mod -3, A3G deaminase -5, hIAP act 0.84, MIN6 prolif -2, MPTP inh 5.8, A3A deaminase -4 and mIAP block -2.
`COC(=O)c1sc(NC(=O)CSc2nnnn2-c2cccc(OC)c2)nc1C` gave hIAP inh -8, mIAP act 0.95, GRIN3A LBD mod -3, A3G deaminase -3, hIAP act 1.1, MIN6 prolif -1, MPTP inh 0.5, A3A deaminase 4 and mIAP block 5.
`O=C(NCCC(=O)N1CCC2(CC1)NCCc1[nH]cnc12)c1cccc(Cl)c1` gave hIAP inh -28, mIAP act 0.92, GRIN3A LBD mod 2, A3G deaminase -7, hIAP act 1.3, MIN6 prolif 0, MPTP inh -1.0, A3A deaminase -6 and mIAP block 8.
For FC(F)(F)c1cc(CO[C@@H]2CCCN[C@@H]2c2ccccc2)cc(C(F)(F)F)c1 the results were hIAP inh 18, mIAP act 0.97, GRIN3A LBD mod 0, A3G deaminase -1, hIAP act 0.82, MIN6 prolif -8, MPTP inh 103*, A3A deaminase 8 and mIAP block 3.
Screening CCOc1ncccc1C(=O)N(CC)CC(=O)NCc1ccc(Cl)cc1 returned hIAP inh -1, mIAP act 1, GRIN3A LBD mod 0, A3G deaminase -3, hIAP act 1, MIN6 prolif -1, MPTP inh 0.1, A3A deaminase 0 and mIAP block -1.
Screening Cc1ccccc1CC(=O)Nc1cc(C(C)(C)C)on1 returned hIAP inh 0, mIAP act 0.94, GRIN3A LBD mod 4, A3G deaminase -4, hIAP act 1, MIN6 prolif 2, MPTP inh 0.1, A3A deaminase -5 and mIAP block 6.
Cc1cccc(-c2ncc(CN3CCCC(CO)(Cc4ccccc4C)C3)cn2)c1 (stereo not given) was read as hIAP inh 1, mIAP act 0.92, GRIN3A LBD mod -6, A3G deaminase -1, hIAP act 0.99, MIN6 prolif -5, MPTP inh 0.2, A3A deaminase -2 and mIAP block 8.
COC(=O)CCC(=O)OC1(C)C(=O)C=C2C=C3CCCN3C=C2C1=O (stereo not given) was read as hIAP inh -5, mIAP act 0.98, GRIN3A LBD mod 1, A3G deaminase 43, hIAP act 1.1, MIN6 prolif 1, MPTP inh 1.9, A3A deaminase 54 and mIAP block 2.
Screening Cc1ccc(CCNC(=O)CCS(=O)(=O)c2cc3c(cc2C)NC(=O)CO3)cc1 returned hIAP inh 8, mIAP act 1, GRIN3A LBD mod 0, A3G deaminase -3, hIAP act 0.92, MIN6 prolif -1, MPTP inh -0.6, A3A deaminase -2 and mIAP block -2.
`Clc1ccc(OCCSCc2nc3ccccc3[nH]2)cc1` gave hIAP inh -43, mIAP act 1.1, GRIN3A LBD mod -5, A3G deaminase -12, hIAP act 1.4, MIN6 prolif -4, MPTP inh 3.3, A3A deaminase -6 and mIAP block -8.
`COc1ccc(OC)c(NC(=O)Cc2ccc(NC3=NC4CS(=O)(=O)CC4S3)cc2)c1` (stereo not given) gave hIAP inh 18, mIAP act 1, GRIN3A LBD mod 5, A3G deaminase -8, hIAP act 0.82, MIN6 prolif 2, MPTP inh 1.2, A3A deaminase -6 and mIAP block -2.
For Nc1ncnc2c1ncn2C1OC(COP(=O)(O)O)C(O)C1O (stereo not given) the results were hIAP inh 6, mIAP act 0.94, GRIN3A LBD mod 3, A3G deaminase 2, hIAP act 0.94, MIN6 prolif -4, MPTP inh 1.1, A3A deaminase 3 and mIAP block 6.
For Cc1cccc(NC(=S)NCCO)c1C the results were hIAP inh 12, mIAP act 1.2, GRIN3A LBD mod 1, A3G deaminase -6, hIAP act 0.88, MIN6 prolif 0, MPTP inh 0.4, A3A deaminase 4 and mIAP block -15.
`CN(CCCNC(=O)CSc1cc(=O)n(C)c2ccc(Cl)cc12)Cc1ccccc1` gave hIAP inh -15, mIAP act 0.91, GRIN3A LBD mod -1, A3G deaminase -7, hIAP act 1.2, MIN6 prolif -2, MPTP inh 0.4, A3A deaminase -3 and mIAP block 9.
`COC(=O)c1ccc2c(c1)N(Cc1ccccc1F)C(=O)c1ccccc1S2=O` (stereo not given) gave hIAP inh -5, mIAP act 1, GRIN3A LBD mod 0, A3G deaminase -3, hIAP act 1.1, MIN6 prolif -3, MPTP inh -0.4, A3A deaminase -4 and mIAP block -3.

2 entries drawn at random from those above, as already listed:
`O=c1ccc(Oc2nc(N3CCOCC3)nc(N3CCOCC3)n2)n[nH]1` gave hIAP inh -7, mIAP act 0.95, GRIN3A LBD mod 3, A3G deaminase -5, hIAP act 1.1, MIN6 prolif 2, MPTP inh 0.8, A3A deaminase 0 and mIAP block 4.
Screening CCCS(=O)(=O)N1CCCC(C(=O)N2CCOCC2)C1 (stereo not given) returned hIAP inh 11, mIAP act 1, GRIN3A LBD mod 1, A3G deaminase -2, hIAP act 0.89, MIN6 prolif -2, MPTP inh 1.0, A3A deaminase 0 and mIAP block -1.

New compounds follow.
For COC(=O)[C@]1(C)N[C@H](CN(C)C(C)=O)[C@@H]2C(=O)N(C)C(=O)[C@@H]21 the results were hIAP inh -4, mIAP act 0.99, GRIN3A LBD mod 1, A3G deaminase -4, hIAP act 1, MIN6 prolif -1, MPTP inh -2.2, A3A deaminase -2 and mIAP block 1.
O=C(O)c1cc(-c2cccnc2)nn1-c1ccccn1 was read as hIAP inh -49, mIAP act 1, GRIN3A LBD mod 0, A3G deaminase -2, hIAP act 1.5, MIN6 prolif -1, MPTP inh -0.6, A3A deaminase -3 and mIAP block -4.
`CC(C)OCCCNC(=S)N1CCC(C(=O)c2ccc(Cl)cc2)CC1` gave hIAP inh -5, mIAP act 1, GRIN3A LBD mod 0, A3G deaminase -6, hIAP act 1.1, MIN6 prolif -2, MPTP inh 0.7, A3A deaminase -10 and mIAP block -2.
Screening CCCC(=O)N1c2ccccc2C(=C2SC(C(=O)OC)=C(C(=O)OC)S2)C(=S)C1(C)C returned hIAP inh -2, mIAP act 0.98, GRIN3A LBD mod 5, A3G deaminase -1, hIAP act 1, MIN6 prolif -4, MPTP inh 0.1, A3A deaminase 1 and mIAP block 2.
For CC(=O)Nc1nc2cccc([N+](=O)[O-])c2s1 the results were hIAP inh 12, mIAP act 0.97, GRIN3A LBD mod -1, A3G deaminase -1, hIAP act 0.88, MIN6 prolif -2, MPTP inh -1.7, A3A deaminase 6 and mIAP block 2.
For O=C(NNc1ccc([N+](=O)[O-])cc1)C1CC1c1ccccc1 (stereo not given) the results were hIAP inh 21, mIAP act 1, GRIN3A LBD mod 0, A3G deaminase -11, hIAP act 0.79, MIN6 prolif -2, MPTP inh 1.8, A3A deaminase 2 and mIAP block -2.
`CCc1ccc(N2CC(C(=O)NC3=NCCS3)CC2=O)cc1` (stereo not given) gave hIAP inh -1, mIAP act 1, GRIN3A LBD mod 0, A3G deaminase 0, hIAP act 1, MIN6 prolif -1, MPTP inh -1.0, A3A deaminase 4 and mIAP block 0.
Cc1nc2cc(NC(=O)CCS(=O)(=O)c3ccccc3)ccc2s1 was read as hIAP inh 18, mIAP act 0.95, GRIN3A LBD mod -1, A3G deaminase -4, hIAP act 0.81, MIN6 prolif -2, MPTP inh 0.3, A3A deaminase -3 and mIAP block 5.
Cc1cc(C=O)c(C)n1-c1ccc2c(c1)OCO2 was read as hIAP inh 4, mIAP act 0.91, GRIN3A LBD mod -2, A3G deaminase -1, hIAP act 0.96, MIN6 prolif 0, MPTP inh 0.3, A3A deaminase -1 and mIAP block 9.
For CCCOc1cc(C)nc(-c2ccccc2O)n1 the results were hIAP inh -5, mIAP act 1.1, GRIN3A LBD mod 2, A3G deaminase 1, hIAP act 1, MIN6 prolif -4, MPTP inh -2.3, A3A deaminase 2 and mIAP block -10.
COc1ccccc1NS(=O)(=O)c1cc2c(cc1C)NC(=O)CO2 was read as hIAP inh 3, mIAP act 1, GRIN3A LBD mod 2, A3G deaminase -9, hIAP act 0.97, MIN6 prolif 2, MPTP inh 0.2, A3A deaminase -5 and mIAP block 0.
Cc1cccc(OCc2nnc(SCC(=O)N(C(C)C)C(C)C)n2Cc2ccco2)c1C was read as hIAP inh -31, mIAP act 1, GRIN3A LBD mod 1, A3G deaminase -1, hIAP act 1.3, MIN6 prolif -4, MPTP inh -2.3, A3A deaminase 3 and mIAP block 0.
`CC(CNC(=O)C1CCCN(S(=O)(=O)N2CCOCC2)C1)c1ccccc1` (stereo not given) gave hIAP inh -8, mIAP act 1.1, GRIN3A LBD mod 1, A3G deaminase -5, hIAP act 1.1, MIN6 prolif 4, MPTP inh 0.2, A3A deaminase -2 and mIAP block -6.
For CCOC(=O)c1sc(NC(=O)CSc2nnnn2-c2ccc(C)c(C)c2)nc1C the results were hIAP inh 10, mIAP act 0.95, GRIN3A LBD mod 1, A3G deaminase -2, hIAP act 0.9, MIN6 prolif -2, MPTP inh -3.1, A3A deaminase -3 and mIAP block 4.
Screening Cc1cc(C)n(CC(=O)N2CCCC(N3CCN(c4cccc(C(F)(F)F)c4)CC3)C2)n1 (stereo not given) returned hIAP inh 18, mIAP act 1.1, GRIN3A LBD mod 0, A3G deaminase -8, hIAP act 0.82, MIN6 prolif -2, MPTP inh 0.1, A3A deaminase -1 and mIAP block -6.
`Cc1ccnc(N/C=C(/NC(=O)c2ccccc2)C(=O)N/N=C\c2ccc(Cl)cc2)n1` gave hIAP inh 9, mIAP act 0.95, GRIN3A LBD mod -1, A3G deaminase -5, hIAP act 0.91, MIN6 prolif -3, MPTP inh 1.3, A3A deaminase 4 and mIAP block 5.
COc1cc(Cl)c(C)cc1NC(=O)[C@@H]1CCCN1C(=O)c1cccs1 was read as hIAP inh -10, mIAP act 0.99, GRIN3A LBD mod -2, A3G deaminase -5, hIAP act 1.1, MIN6 prolif -2, MPTP inh -1.1, A3A deaminase -5 and mIAP block 0.
For CS(=O)(=O)N(CC(=O)N/N=C/c1cccs1)c1cccc(Cl)c1Cl the results were hIAP inh -10, mIAP act 1, GRIN3A LBD mod -24, A3G deaminase -5, hIAP act 1.1, MIN6 prolif -2, MPTP inh 0.1, A3A deaminase -2 and mIAP block -4.

Compound activity from PubChem.
